High-throughput results as filed in PubChem BioAssay.
MC4R barr agon = human MC4R agonism via beta-arrestin | P32245 | U2OS MC4R beta-arrestin complementation, luminescence; percent of melanotan II response, DMSO zero | activation, % at 8.9 µM | actives 0.98% (n = 360,000);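 active means activation above a per-plate cutoff, the mean activation of sample wells on that plate plus 3 SD, cut at about 8% in these data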
Target sequence (P32245 whole entry, looked up): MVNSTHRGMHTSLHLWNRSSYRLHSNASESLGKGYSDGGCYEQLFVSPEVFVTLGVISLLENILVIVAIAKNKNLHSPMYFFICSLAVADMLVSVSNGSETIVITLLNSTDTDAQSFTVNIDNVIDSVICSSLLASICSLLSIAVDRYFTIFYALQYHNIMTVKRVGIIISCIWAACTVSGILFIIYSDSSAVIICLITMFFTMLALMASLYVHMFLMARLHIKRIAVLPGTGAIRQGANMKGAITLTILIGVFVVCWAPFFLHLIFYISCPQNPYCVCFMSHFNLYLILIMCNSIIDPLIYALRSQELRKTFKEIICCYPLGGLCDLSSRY
NOD2-RIPK2 inh = NOD2-RIPK2 protein interaction inhibition; O43353; CHO BLA complementation NOD2-RIPK2, CCF4 ratio; inhibition, % at 4.98 µM; actives 0.38% (n = 360,000); AID 624267; in the data active means inhibition above about 21%;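 further: 0% = vehicle only and 100% = reference blocker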
Target sequence (O43353 whole entry, looked up): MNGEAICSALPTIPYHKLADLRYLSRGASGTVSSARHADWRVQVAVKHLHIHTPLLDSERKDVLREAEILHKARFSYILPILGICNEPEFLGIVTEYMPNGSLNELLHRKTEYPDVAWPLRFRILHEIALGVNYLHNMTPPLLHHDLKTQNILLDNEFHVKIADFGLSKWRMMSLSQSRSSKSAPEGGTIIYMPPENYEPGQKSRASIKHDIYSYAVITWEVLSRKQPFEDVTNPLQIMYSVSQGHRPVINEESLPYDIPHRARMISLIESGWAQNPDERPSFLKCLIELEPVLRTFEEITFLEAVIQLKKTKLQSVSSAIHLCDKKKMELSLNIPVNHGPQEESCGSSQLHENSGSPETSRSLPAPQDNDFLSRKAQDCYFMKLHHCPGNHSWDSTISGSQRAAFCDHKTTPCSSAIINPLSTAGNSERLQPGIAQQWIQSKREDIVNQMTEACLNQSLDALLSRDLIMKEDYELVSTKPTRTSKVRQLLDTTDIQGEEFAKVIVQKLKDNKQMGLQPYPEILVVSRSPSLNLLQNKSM
ABCB6 inh MLPCN = human ABCB6 transporter inhibition | Q9NP58 | K562-ABCB6 porphyrin accumulation, flow cytometry, 1 h; hits give low values | fluorescence ratio to DMSO, % at 10 µM | actives 0.19% (n = 360,000);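 active means fluorescence ratio to DMSO below 75%, the collection mean minus 3 SD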;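 further: signal is porphyrin accumulated inside mitochondria; 100% equals median channel fluorescence of DMSO control wells; lower ratio means ABCB6 inhibition with less porphyrin fluorescence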
ABHD5-PLIN5 inh = blocks binding of human ABHD5 to perilipin-5; Q00G26+Q8WTS1; AID 602281; actives 0.78% (n = 360,000); Split G. princeps luciferase complementation, luminescence, 4 h; inhibition, % at 4 µM;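 active means inhibition above the mean inhibition across every tested compound plus 3 SD, cut at about 22% in these data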;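 further: 0% = DMSO only wells and the 100% control is not disclosed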
Exocytosis inh = blocks lytic granule exocytosis; inhibition, % at 10 µM; AID 651702; TALL-104 LAMP-1 surface exposure, flow cytometry; cells stimulated with thapsigargin and PMA; actives 0.66% (n = 360,000);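 active means inhibition above about 55%, limit read from the data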
aDG glyco up = increases alpha dystroglycan glycosylation | Pro5-aDG cells, alpha-DG glycosylation AlphaScreen (IIH6); 0% Pro5, 100% B10-LARGE cell signal | activation, % at 10 µM | actives 0.22% (n = 360,000) | AID 624168;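 active means activation of at least 8% versus controls, or a plate z-score of at least 8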;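 further: Pro5 are CHO cells carrying HIG-tagged alpha-DG that lacks glycosylation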
TLR9-MyD88 inh = blocks human TLR9 binding to MyD88; inhibition, % at 4.98 µM; Q9NR96+Q99836; actives 0.21% (n = 340,000); AID 504734; CHO BLA complementation TLR9-MyD88, CCF4 FRET ratio;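 active means inhibition above the mean over all tested compounds plus 3 SD, cut at about 21% in these data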;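 further: 0% = DMSO only wells and 100% = clavulanate BLA inhibitor control wells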
Glyco luc inh = N-linked glycosylation inhibition. reporter increase, % at 12.5 µM. D54 ERlucT glycosylation luciferase reporter, 24 h; percent of 100 nM tunicamycin response. AID 588692. actives 0.23% (n = 360,000);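 active means mean luciferase reporter signal, scaled so untreated is 0 and the glycosylation-blocking control 100, at or above a set limit in every replicate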;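 further: luciferase carries N-glycosylation sites so blocking glycosylation raises the light; 0% = median of neutral control wells and 100% = median of 100 nM tunicamycin wells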
Vif imaging = blocks HIV Vif function. inhibition, % at 7.49 µM. HEK293T cells, Vif self-association by quenched fluorescence, imaging, 24 h. actives 0.35% (n = 340,000). AID 602346; in the data active means inhibition above about 50%, passing the limit was not always enough; further: some results filed as inactive read as strong as hits
MC4R antag cAMP = blocks human MC4R cAMP signaling. P32245. MC4R-expressing cells, MTII-stimulated cAMP, LANCE TR-FRET. inhibition, % at 6.5 µM. actives 0.48% (n = 360,000). AID 540295;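 active means inhibition above its plate's cutoff, the mean of tested wells on that plate plus 3 SD, cut at about 29% in these data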;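 further: 0% = Melanotan II alone and 100% = Melanotan II plus saturating MCL0020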
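Test system: U2OS cells stably expressing human melanocortin 4 receptor (MC4R); also added: Melanotan II challenge; compound: 6.5 µM single dose; timing: 30-min compound preincubation, 1-h Melanotan II challenge, 1-h detection, room temperature; signal: Eu-cAMP/anti-cAMP TR-FRET, emission 671 nm; repeats: one well per compound, no replicates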
The depositor's hits bear a star; . = not tested or not shown. A portion of the library, so the mix of outcomes need not match the whole.

mol	MC4R barr agon	NOD2-RIPK2 inh	ABCB6 inh MLPCN	ABHD5-PLIN5 inh	Exocytosis inh	aDG glyco up	TLR9-MyD88 inh	Glyco luc inh	Vif imaging	MC4R antag cAMP
O=C(CN1C(=O)COc2ccccc21)NCCCN1CCc2ccccc2C1	-0.8	-7.0	99.0	-7.5	-3.7	0.1	4.7	-1.3	-2.7	-1.8
Cc1ccc(N=C2C(=O)Nc3ccccc32)cc1C	0.1	-16.7	100.0	-15.7	-4.8	0.0	-11.1	2.7	3.6	-1.6
O=C(COC(=O)Cc1cn2ccsc2n1)NCc1ccc2c(c1)OCO2	-0.4	3.8	95.0	1.1	-1.0	0.1	-3.2	1.6	5.2	7.3
CCCN(CC(=O)Nc1ccccc1OC)C(=O)C1=COCCO1	-3.6	-4.3	99.0	-0.6	6.0	-0.2	-4.8	1.3	3.9	11.0
O=C(/C=C/c1ccc2c(c1)OCCO2)c1ccccc1	0.2	-4.5	104.0	26.6*	-3.2	-0.1	.	-1.0	-0.1	5.8
COC(=O)C1=C(C)N(c2ccc(C)c(C)c2)/C(=C/c2cccs2)C1=O	-2.3	1.3	101.0	-3.1	-5.5	0.2	3.9	0.1	-2.5	6.4
CSCCC(c1nc2ccccc2[nH]1)n1c(-c2cc(C(F)(F)F)cc(C(F)(F)F)c2)nc2ccccc21 (stereo not given)	.	-9.7	.	-25.6	-4.0	0.1	.	.	.	.
O=C(Cn1cc(COc2cc(F)cc(F)c2)nn1)c1ccc(O)cc1	-1.1	5.4	105.0	3.1	-3.1	-0.1	8.6	2.6	4.7	-2.3
COc1ccc(N(CC(=O)Nc2ccc(C(C)C)cc2)S(=O)(=O)c2c(C)noc2C)cc1	0.0	-1.4	107.0	-8.8	39.0	1.1	-2.1	-4.5	-4.5	9.3
Cn1nc(C(=O)NNc2c(F)c(F)cc(F)c2F)c2ccccc2c1=O	0.2	0.1	102.0	-0.5	1.7	-0.2	4.7	5.5	10.5	7.5
CC1c2[nH]c3ccccc3c2CCN1S(C)(=O)=O (stereo not given)	-0.8	-0.3	92.0	3.0	-0.5	-0.4	0.7	-0.4	-2.5	2.8
CC(=O)Nc1cccc(NC(=O)c2cc(C)on2)c1	0.3	-2.8	101.0	-8.4	-0.8	-0.2	1.8	4.2	-1.2	3.3
CC1CCCN(C(=O)c2ccc(NC(=O)CC3SC(N4CCCC4)=NC3=O)cc2)C1 (stereo not given)	1.1	9.2	96.0	-6.4	3.9	0.2	-5.5	-1.0	-9.4	8.6
c1ccc(SCCCCNC2CCCC2)cc1	1.2	-9.4	101.0	-1.6	15.2	0.9	-9.1	-4.9	0.6	7.7
COc1ccccc1CNC(=O)COC(=O)c1ccc(S(=O)(=O)N2CCCC2)cc1	-2.4	1.5	111.0	-1.1	-4.5	-0.1	-3.8	0.0	23.6	4.3
CC1CN(S(=O)(=O)N(C)C)CCN1S(=O)(=O)N(C)C (stereo not given)	-2.0	4.0	99.0	5.4	-1.3	0.1	6.1	-1.1	4.4	2.5
CC1(C)CC(CCNC(=O)CCl)(c2ccccc2)CCO1 (stereo not given)	0.1	-16.2	99.0	-4.2	14.4	0.1	-6.0	-2.1	-1.1	-1.6
Cc1ccccc1/C=C/c1nc2ccccc2c(=O)[nH]1	6.4	0.7	94.0	-3.7	0.5	0.4	4.3	4.2	10.2	-13.5
Cc1ccc(-c2nnc(NC3CCCC3)s2)cc1	-2.7	6.4	103.0	-3.1	11.4	0.1	-7.4	-8.5	-2.8	-5.0
CN(C(=O)COC(=O)c1ccccc1Cc1ccccc1)C1CCS(=O)(=O)C1 (stereo not given)	-0.8	4.2	98.0	2.5	-3.9	-0.2	5.5	-0.9	-7.1	3.8
COc1ccc(-n2c(COc3cccc(C)c3)nnc2SCC(=O)O)cc1	1.5	4.8	96.0	4.3	2.8	0.0	-2.1	0.1	5.6	5.4
CC(C)NC(=O)c1ccccc1NC(=O)CCS(=O)(=O)Cc1ccccc1	-1.1	5.1	95.0	0.9	5.8	0.1	1.9	2.0	-5.4	2.5
CNC(=O)COc1ccc(S(=O)(=O)Nc2ccc(C)cc2)cc1	-0.1	-0.1	98.0	-6.5	-8.3	-0.2	2.1	0.0	-2.4	7.3
O=C(COC(=O)c1ccccc1C(=O)c1ccc(Cl)c([N+](=O)[O-])c1)NC1CC1	-0.4	49.0*	98.0	2.6	-5.4	0.0	13.8	12.6	-3.0	29.3*
CCOc1ccccc1NC(=O)CN(c1ccc(OC)c(OC)c1)S(=O)(=O)c1ccc(C)cc1	-2.5	-9.1	95.0	-0.3	3.9	0.2	-1.7	-4.1	-10.1	12.9
Cc1cc(NC(=O)CCC(=O)N(c2cccc(F)c2)C(C(=O)NC2CCCC2)c2ccc(C)o2)no1 (stereo not given)	-1.6	6.4	98.0	-0.4	7.3	0.0	-8.9	-1.2	4.7	3.8
COc1ccc2nc(NC(=O)C3CCN(S(=O)(=O)c4cccs4)CC3)sc2c1	0.8	-1.5	98.0	-2.3	0.0	0.9	-1.6	-14.5	.	5.9
CN(C(=O)CCN1C(=O)/C(=C/c2ccc(F)cc2)SC1=S)C1CCS(=O)(=O)C1 (stereo not given)	0.6	-17.3	97.0	4.1	3.8	-0.4	3.8	2.4	-1.8	2.0
CC1(C)Cc2c(cnn2-c2ccccc2)C(NC(=O)CCN2CCCCO2)C1 (stereo not given)	-2.6	6.1	96.0	-5.1	-0.5	3.9	-4.0	0.1	-0.4	3.6
COc1cc(CNC2CCCC2)cc(Br)c1OCC(=O)Nc1ccccc1C	-0.6	-17.0	95.0	-0.1	-9.0	0.2	-2.2	-0.7	-8.2	9.0
Cc1ccc(S(=O)(=O)NC2c3cccc4cccc(c34)C2Sc2ncccn2)cc1 (stereo not given)	0.7	-10.1	102.0	4.8	-10.8	0.1	6.3	1.4	-6.0	6.7
CCN(CC)S(=O)(=O)c1ccc(N/N=C/c2cc(OC)ccc2O)nc1	2.3	14.7	86.0	1.6	-2.5	0.8	2.6	-15.2	-15.4	3.2
CCN(C(=O)CN1C(=O)NC2(CCCc3ccccc32)C1=O)c1ccc(F)cc1 (stereo not given)	0.9	10.6	89.0	-5.3	-1.1	0.0	1.2	1.8	-1.0	2.4
CCOc1ccc(C(=O)/C=C/c2ccc(OC)c(OC)c2)cc1	0.5	-3.0	93.0	1.9	0.0	0.3	8.2	14.4	-4.5	12.5
Oc1c(Cl)cc(Cl)cc1/C=C/c1ccc2cccc(O)c2n1	-4.9	37.3*	144.0	-1.6	0.6	-0.2	26.8*	3.1	-4.3	16.3
C/C(=N\NC(=O)c1ccc(N(C)C)cc1)c1ccc(C)c(C)c1	-2.1	3.4	91.0	4.4	0.0	-0.2	6.9	-0.4	-7.5	-0.6

3 entries already listed, ordered by the value under MC4R antag cAMP, falling.
Molecule,MC4R barr agon,NOD2-RIPK2 inh,ABCB6 inh MLPCN,ABHD5-PLIN5 inh,Exocytosis inh,aDG glyco up,TLR9-MyD88 inh,Glyco luc inh,Vif imaging,MC4R antag cAMP
Cn1nc(C(=O)NNc2c(F)c(F)cc(F)c2F)c2ccccc2c1=O,0.2,0.1,102.0,-0.5,1.7,-0.2,4.7,5.5,10.5,7.5
CNC(=O)COc1ccc(S(=O)(=O)Nc2ccc(C)cc2)cc1,-0.1,-0.1,98.0,-6.5,-8.3,-0.2,2.1,0.0,-2.4,7.3
CC1(C)Cc2c(cnn2-c2ccccc2)C(NC(=O)CCN2CCCCO2)C1 (stereo not given),-2.6,6.1,96.0,-5.1,-0.5,3.9,-4.0,0.1,-0.4,3.6

Next part
mol	MC4R barr agon	NOD2-RIPK2 inh	ABCB6 inh MLPCN	ABHD5-PLIN5 inh	Exocytosis inh	aDG glyco up	TLR9-MyD88 inh	Glyco luc inh	Vif imaging	MC4R antag cAMP
CN1CCC(N2CCN(C3CN(C4CCCC4)S(=O)(=O)C3)CC2)CC1 (stereo not given)	.	-0.5	101.0	4.0	1.5	0.0	.	2.3	.	.
Cc1nn(S(=O)(=O)c2ccccc2)c(C)c1Sc1ccc([N+](=O)[O-])cc1	-1.9	-1.9	92.0	-3.2	-1.6	0.0	3.0	1.3	-1.3	2.3
Cc1ccc(NC(=O)C(=O)NCCc2c[nH]c3ccccc23)cc1C	4.0	4.1	91.0	-0.5	-1.0	0.1	2.6	2.4	7.5	8.6
COc1ccc(N2C(=O)CC(Sc3ncccc3C(=O)O)C2=O)cc1 (stereo not given)	-2.0	4.8	100.0	9.7	-4.7	0.0	-7.9	4.2	-6.2	10.6
Cc1ccc(C)c(NC(=O)CCN2C(=O)C3CC=CCC3C2=O)c1 (stereo not given)	-2.5	-12.6	86.0	-4.7	-0.8	0.1	-2.0	2.2	2.0	6.1
CCN(CCO)Cc1csc2ccc(Cl)cc12	-3.4	1.0	105.0	0.9	3.7	0.0	-9.5	1.8	6.3	3.4
CC(C)c1ccc(-c2cc(C(=O)N3CCOCC3)c3cc(Br)ccc3n2)cc1	-1.6	-13.0	101.0	3.2	-9.5	4.6*	-7.1	-2.4	-10.3	10.5
Cn1ncc2c(NNC(=O)c3ccccc3Cl)ncnc21	-1.3	4.8	99.0	-3.5	-3.1	-0.2	3.5	-0.1	1.7	4.8
O=C1C(Cl)=C(NS(=O)(=O)c2ccc([N+](=O)[O-])cc2)C(=O)c2ccccc21	0.0	-14.9	97.0	21.3	9.7	1.9	-3.3	9.9	2.3	-3.6
Cc1ncc([N+](=O)[O-])n1CCOC(=O)NC(Nc1ccc(F)cc1)C(Cl)(Cl)Cl (stereo not given)	2.8	-0.5	99.0	0.0	5.1	-0.1	5.7	-1.5	9.3	8.1
Nc1nc(SCc2ccccc2Cl)c2ncn(C3OC(CO)C(O)C3O)c2n1 (stereo not given)	-1.3	-10.5	98.0	2.8	-0.9	0.0	-7.9	-2.2	-1.4	1.5
CCOC(=O)c1ccc(COC(=O)c2ccc3c(c2)-c2ccccc2C3=O)cc1	-2.5	5.9	100.0	4.8	-12.0	-0.2	4.3	1.6	8.8	7.9
OC(COCc1cccs1)CN1CCN(c2cccc(Cl)c2)CC1 (stereo not given)	1.4	1.9	102.0	4.6	-3.3	0.1	-5.7	0.9	-16.8	0.6
CCCCCCn1c(N2CCC(C(N)=O)CC2)nc2c1c(=O)n(C)c(=O)n2C	-0.2	-7.0	93.0	3.8	-3.3	0.0	6.8	1.2	8.4	7.3
CC1=C(C(=O)OCC(Cl)(Cl)Cl)N2C(=O)C(NC(=O)Cc3ccccc3)C2SC1 (stereo not given)	-1.0	2.8	92.0	2.0	2.7	0.5	-3.3	-0.2	-5.7	5.1
CCN(CC)S(=O)(=O)c1ccc(C(=O)OCC(=O)Nc2ccc(-c3nc4ccc(C)cc4s3)cc2)cc1	-1.8	-3.7	102.0	1.5	5.6	-0.3	-6.6	-18.2	3.6	-2.1
Cc1cc2ccccc2nc1Br	0.2	-10.3	98.0	-1.0	1.7	0.1	-8.4	-1.6	7.3	-1.1
Cc1ccc(NC(=S)NCc2ccc(S(N)(=O)=O)cc2)cc1Cl	-1.4	3.4	95.0	3.9	1.9	0.5	-17.4	-0.8	-2.3	12.4
